# SUMO1-SIM PPI – modulators of human SUMO1-mediated protein-protein interactions. P63165. SUMO1 binding to a labelled peptide, TR-FRET, 1 h. inhibition, % at 20 µM. 0.33% of 360,000 active. AID 602429; in the data active means inhibition above about 37%
# LMPTP inh – blocks human LMPTP phosphatase | 0.22% of 360,000 active | recombinant LMPTP-A, OMFP fluorogenic substrate, fluorescence intensity | inhibition, % at 20 µM | AID 651560;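 active means compounds that cut the enzyme signal by at least half of the control window in the single-dose screen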;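 further: plate controls were DMSO wells with enzyme plus substrate for no effect and substrate without enzyme for full effect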
#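 Material: LMPTP-A; amount: 0.625 nM enzyme; doses: single 20 µM dose; times: reaction 50 min, room temperature, dark; technique: fluorescence intensity of OMFP turnover product; benchmarks: no-enzyme and uninhibited controls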
# NRP1-CendR mod – NRP-1/CendR interaction modulation. O14786. FAM-RPARPAR peptide binding to NRP-1, fluorescence polarization. inhibition, % at 25 µM. 0.85% of 360,000 active;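 active means inhibition or corrected inhibition above about 18%, plus a signal ratio from 0.5 to 1.5, limit read from the data, passing the limit was not always enough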; further: strong numbers were not always called active
# NadD block – NadD (S. aureus) enzyme inhibition; inhibition, % at 20 µM; 0.78% of 360,000 active; purified NadD enzyme, colorimetric absorbance read-out; in the data active means inhibition above about 26%; further: some compounds past the cut are filed as inactive
# SKN-1 block – C. elegans SKN-1 inhibition; 0.49% of 360,000 active; C. elegans VP596 Pgst-4::GFP/RFP ratio, acrylamide-induced, 24 h; inhibition, % at 21.8 µM;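 active means interference check ratio from 0.5 to 1.5 plus GFP to RFP signal ratio inhibition reaching or exceeding a fixed threshold, cut at about 30% in these data, passing the limit was not always enough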; further: some compounds called inactive have numbers as strong as hits
# DNMT1 block – inhibitors of human DNMT1. P26358. DNMT1 molecular beacon, Hinp1I cleavage, fluorescence. inhibition (reported as % activation of signal), % at 10 µM. 0.83% of 360,000 active; in the data active means inhibition above about 50%
# Target sequence (P26358 504-1616 limits assumed): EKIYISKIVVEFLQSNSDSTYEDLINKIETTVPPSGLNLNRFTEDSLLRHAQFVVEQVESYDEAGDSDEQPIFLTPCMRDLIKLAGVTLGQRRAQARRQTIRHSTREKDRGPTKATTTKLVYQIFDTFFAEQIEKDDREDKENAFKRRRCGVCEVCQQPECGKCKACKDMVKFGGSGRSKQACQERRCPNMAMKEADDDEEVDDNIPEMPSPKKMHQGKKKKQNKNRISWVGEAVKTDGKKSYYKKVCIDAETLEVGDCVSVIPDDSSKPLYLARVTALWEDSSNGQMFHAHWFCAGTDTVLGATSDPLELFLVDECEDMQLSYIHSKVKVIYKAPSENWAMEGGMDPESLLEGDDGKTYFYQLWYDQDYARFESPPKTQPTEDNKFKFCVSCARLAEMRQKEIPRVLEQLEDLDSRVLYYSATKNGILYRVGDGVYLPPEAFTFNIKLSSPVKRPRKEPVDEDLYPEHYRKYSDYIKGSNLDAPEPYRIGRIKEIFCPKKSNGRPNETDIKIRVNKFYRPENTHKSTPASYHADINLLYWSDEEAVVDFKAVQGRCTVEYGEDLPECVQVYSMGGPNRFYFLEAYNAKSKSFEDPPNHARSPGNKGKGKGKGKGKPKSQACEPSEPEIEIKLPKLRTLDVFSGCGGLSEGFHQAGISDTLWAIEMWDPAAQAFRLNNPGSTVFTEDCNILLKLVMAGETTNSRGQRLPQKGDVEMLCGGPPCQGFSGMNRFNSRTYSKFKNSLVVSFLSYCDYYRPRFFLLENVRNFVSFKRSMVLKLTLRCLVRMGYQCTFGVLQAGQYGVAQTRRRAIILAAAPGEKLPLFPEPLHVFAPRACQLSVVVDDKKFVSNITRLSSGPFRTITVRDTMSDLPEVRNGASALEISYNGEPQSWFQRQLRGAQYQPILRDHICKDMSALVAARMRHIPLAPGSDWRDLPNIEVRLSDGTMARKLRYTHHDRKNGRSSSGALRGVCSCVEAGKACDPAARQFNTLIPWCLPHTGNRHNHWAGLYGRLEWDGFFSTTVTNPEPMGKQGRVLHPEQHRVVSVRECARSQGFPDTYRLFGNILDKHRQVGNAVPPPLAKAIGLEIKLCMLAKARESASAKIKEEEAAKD
# TbMetRS inhib – blocks T. brucei methionyl-tRNA synthetase activity | 0.4% of 360,000 active | inhibition, % at 11.9 µM | AID 624268 | purified T. brucei MetRS, ATP depletion, Kinase-Glo luminescence;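 active means inhibition above a per-plate cutoff of the control wells' mean inhibition plus 3 SD, cut at about 5.5% in these data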;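 further: 0% = DMSO wells median and 100% = median of wells with control inhibitor compound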
#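 technique = Kinase-Glo luminescence, ATP depletion format | system = purified MetRS (methionyl-tRNA synthetase) enzyme from Trypanosoma brucei | timing = 15 min preincubation, 2 h reaction, all 25 °C | evaluation = percent inhibition versus plate control medians | dosing = single dose, 11.9 µM final nominal, 0.9% final DMSO | also added = substrates ATP, L-methionine and bulk Escherichia coli tRNA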
# Neddylation inh – inhibitors of human cullin neddylation; AID 651699; calls only at 25 µM; 0.58% of 360,000 active; TR-FRET cullin neddylation, biochemical; in the data active means inhibition above about 36%
# STEP inh – inhibitors of human striatal-enriched phosphatase STEP; P54829; recombinant STEP, OMFP fluorogenic substrate, fluorescence; inhibition, % at 20 µM; 0.25% of 360,000 active; AID 588621;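 active means inhibition at 20 µM, scaled per plate between control wells, above about 37%, limit read from the data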;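 further: 0% = DMSO with enzyme and substrate and 100% = substrate only without enzyme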
#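 medium = Bis-Tris buffer pH 6.0, 2.5 mM DTT, 0.005% Tween 20 | test system = STEP (striatal-enriched tyrosine phosphatase) enzyme, cell-free | measure = normalized % inhibition | compound dosing = 20 µM, 1% DMSO | also added = 25 µM OMFP | schedule = reaction 20 min, ambient temperature | measured by = fluorescence read at 480 nm ex / 540 nm em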
# Scp-1 inhibitor – Scp-1 (human) phosphatase inhibition; AID 493091; 0.88% of 340,000 active; Q9GZU7; Recombinant Scp1, phosphopeptide, malachite green phosphate absorbance; inhibition, % at 20 µM;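 active means inhibition above about 50% at 20 µM, limit read from the data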;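 further: plate controls were DMSO wells with enzyme for no effect and wells lacking enzyme for full effect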
#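 System: SCP-1 catalytic domain; Reagent: Phospho 17-mer peptide substrate; Doses: one concentration, 20 µM, with 1.0% DMSO; Incubation: 45 min room-temperature reaction, 5 min colour, 30 min stabiliser; Signal: Phosphate-binding colour reagent, absorbance read at 630 nm.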
# Starred values were filed as active, the others as inactive; i = inactive; · = not tested or not shown. The order is random; any-hit rate near 4.6%.
SMILES,SUMO1-SIM PPI,LMPTP inh,NRP1-CendR mod,NadD block,SKN-1 block,DNMT1 block,TbMetRS inhib,Neddylation inh,STEP inh,Scp-1 inhibitor
Cn1c(=O)c2c(-c3ccccc3)n(-c3ccccc3S)cc2n(C)c1=O,7,-0.5,-9,3,2,1,-1.1,i,2,·
COc1cccc(-c2nc(SC)nc3sc(C(=O)NC(C)(C)C)c(N)c23)c1,-11,2.3,-2,4,14,-4,-0.1,i,2,-5
COc1ccc(NC(=O)NCCN2C(=O)C3C4C=CC(C4)C3C2=O)cc1 (centres undefined),5,-0.8,-3,-3,7,2,0.5,i,0,-4
C=CCn1c(SCC(=O)N2CCCC2)nc2cc(C(=O)NCC3CCCO3)ccc2c1=O (centres undefined),1,0.6,7,-2,0,1,0.3,i,-2,0
CCc1csc(CCNC(=O)C2CCC(=O)N(Cc3ccccc3F)C2)n1 (centres undefined),-6,0.5,-3,0,7,1,0.1,i,-1,-4
CN1CCN(C2=Cc3ccccc3Sc3cc(F)c(Cl)cc32)CC1,-6,-0.2,6,-16,-1,-3,-0.4,i,7,-14
CCn1c(O)c(/C=C2\C=Nc3ccccc32)sc1=O,-9,0.3,-24,-5,6,1,1.1,i,2,-6
CCCNC(=O)c1ccc(-c2nc3ccccc3s2)s1,-15,-1.0,-30,-1,16,12,-0.2,i,2,27
CN(CCN1CCc2ccccc2C1)Cc1nc(-c2ccc3c(c2)OCO3)no1,3,0.0,3,-6,6,-2,-1.1,i,1,-7
CC(Oc1ccccc1)C(=O)N1CCN(c2ccc(N3CCOCC3)nn2)CC1 (centres undefined),0,-0.5,6,-2,1,0,-0.4,·,-3,-2
COc1ccc(OC)c(NC(=O)c2nnn(CCc3ccccc3)c2N)c1,6,-0.1,-3,-5,8,1,-0.3,i,-1,-4
Cc1cc(C)c(S(=O)(=O)N2CCOCC2)cc1NS(=O)(=O)c1cc(OCC(N)=O)c(C)cc1Cl,-5,-0.8,9,2,3,0,-0.4,i,-3,-3
CCOc1ncccc1C(=O)OCC(=O)Nc1ncc(C(F)(F)F)cc1Cl,0,-2.0,-4,0,-17,33,-0.7,i,7,-1
CNC(=S)N/N=C/C1=CCC2CC1C2(C)C (centres undefined),-4,-1.3,-7,-2,9,6,-1.0,i,-7,-2
CC1Cc2ccccc2N1C(=O)CCn1c(=O)oc2ccccc21 (centres undefined),2,-1.8,1,3,0,6,-0.3,i,-2,-5
Cc1cc(C)nc(NS(=O)(=O)c2ccc(NC(=O)c3snnc3C)cc2)n1,7,0.6,-1,2,1,-2,-0.2,i,1,1
O=[N+]([O-])c1ccc2c(c1N1CCCCC1)=NC1(CCCCC1)[N+]=2[O-],-22,0.5,18,1,5,-6,0.1,i,5,-7
COc1ccc(S(=O)(=O)Nc2cc3c4c(c2)CCN4C(=O)CC3)cc1C,3,0.2,-2,-2,6,2,-0.3,i,3,-7
O=c1c2c3nc4ccccc4nc3n(/N=C/c3ccncc3)c2ncn1-c1ccccc1,-7,-1.2,13,2,-7,-1,-0.5,i,0,-3
CC(C)C1N=C2c3ccccc3N=C(SCc3cc(=O)n4cc(Cl)ccc4n3)N2C1=O (centres undefined),-20,-0.3,7,11,12,5,-0.7,i,-2,5
CCc1ccc(C2C(C#N)=C(N)Oc3n[nH]c(CC(=O)OC)c32)cc1 (centres undefined),-1,-1.7,8,8,14,-7,0.1,i,0,6
O=C(CN1CCN(S(=O)(=O)c2ccccc2)CC1)NC(=O)NC1CCCCC1,0,-2.3,6,-4,12,4,-1.2,i,2,0
COc1ccccc1NC(=O)N(CCCN1CCOCC1)Cc1cc2cc3c(cc2[nH]c1=O)OCO3,-5,0.1,0,-4,-1,2,-0.3,i,-3,-2
Cc1ccc(NC(=O)c2c(C)nc(Nc3nc4ccccc4o3)nc2C)cc1,-1,-1.0,-1,11,16,1,-0.5,i,-1,5
O=C(Cn1c(=O)oc2ccccc21)Nc1nc(-c2ccc(Br)cc2)cs1,-3,-0.2,-2,14,-1,44,-0.7,i,1,0

# Results in Neddylation inh (4 entries from above):
canonical_smiles	Neddylation inh
CCOc1ncccc1C(=O)OCC(=O)Nc1ncc(C(F)(F)F)cc1Cl	i
CNC(=S)N/N=C/C1=CCC2CC1C2(C)C (centres undefined)	i
CC1Cc2ccccc2N1C(=O)CCn1c(=O)oc2ccccc21 (centres undefined)	i
Cc1cc(C)nc(NS(=O)(=O)c2ccc(NC(=O)c3snnc3C)cc2)n1	i

# Continuation:
SMILES,SUMO1-SIM PPI,LMPTP inh,NRP1-CendR mod,NadD block,SKN-1 block,DNMT1 block,TbMetRS inhib,Neddylation inh,STEP inh,Scp-1 inhibitor
CCOC(=O)C1(CC)NC(c2ccc(OC)c(OC)c2)C2C(=O)N(c3cccc(C(C)=O)c3)C(=O)C21 (centres undefined),2,-1.6,-3,7,6,-1,-0.3,i,3,-7
S=c1[nH]nc(Nc2cccc3ccccc23)s1,-3,0.6,6,37*,11,-8,0.3,i,2,-7
CCOC(=O)C1CCN(C(=O)C2(NC(=O)Nc3ccc(F)cc3F)CCCCC2)CC1,-1,-1.0,10,-6,10,30,0.2,i,-2,0
CC(NCc1cccc(OCc2ccccc2)c1)C(O)c1ccccc1 (centres undefined),-3,-0.5,1,-11,20,2,-0.1,i,3,-3
COc1ccccc1CNC(=O)c1c(N)n(CCCN2CCOCC2)c2nc3ccccc3nc12,5,-2.0,0,-11,6,-34,0.0,·,5,-6
O=C1Nc2ccccc2N=C(c2ccccc2)c2ccccc21,4,1.4,-1,-3,13,-1,-0.1,i,2,-4
COc1ccc([C@@H]2[C@@H]3C(=O)N(C(C)(C)C)C(=O)[C@@H]3[C@]3(Cc4ccccc4)C(=O)N(c4cccc(C)c4)C(=O)N23)cc1,5,-0.5,-2,1,7,-5,-0.2,i,-1,-14
Cc1cc(N=Cc2cc(Cl)ccc2O)no1,-3,-2.9,1,-1,-5,5,-1.1,i,-2,-6
CCOc1cc(CNC2CCCC2)cc(Cl)c1OCc1ccc(F)cc1,-2,-1.5,11,-2,75*,2,-0.5,i,6,2
CSc1ccc(CN2CCC(n3nccc3NC(=O)CCCc3ccccc3)CC2)cc1,-4,1.1,7,-2,10,-3,0.4,i,-2,8
O=C(NCc1ccco1)c1cccc(NS(=O)(=O)c2ccccc2F)c1,4,-1.0,5,-6,-2,3,-0.5,i,8,8
O=C(Cc1cc(=O)[nH][nH]1)N/N=C/c1c(F)cccc1Cl,0,0.6,2,0,-3,-10,-0.1,i,-3,-4
CCCCNC(=O)c1cc2c(=O)n3cccc(C)c3nc2n(Cc2ccncc2)c1=N,-20,0.0,-11,-4,-4,3,-0.3,·,1,-4
Nc1cc(C(=O)OCC(=O)NNC(=O)c2ccccc2)ccc1Cl,-2,-0.2,13,10,5,-1,-0.4,i,2,1
CCN1C(=O)C(c2ccc(O)cc2)(c2ccc(O)cc2)c2ccccc21,2,-0.8,8,1,4,5,-1.1,i,-1,5
C/C(CC(=O)Nc1cccc(Br)c1)=N\NC(=O)c1ccc(O)cc1O,2,0.0,4,0,11,-2,27*,i,-2,-10
CC(=O)Nc1ccc2nc(NC(=O)CCc3ccccc3)sc2c1,0,-0.1,2,5,-4,-6,0.1,i,4,-3
COc1ccc(-n2nnnc2SC(C)C(=O)NCC(=O)Nc2ccc(F)c(F)c2F)cc1 (centres undefined),-3,-0.5,-1,2,7,0,-0.2,i,2,-1
CCn1c(SCc2nc3ccccc3c(=O)[nH]2)nnc1-c1cccnc1,-4,-1.2,8,-2,2,4,-0.8,i,-5,-6
CCO/C=N/Nc1nc(C(F)(F)F)nc2c1cnn2Cc1ccccc1,2,1.6,-3,-2,-2,-5,-1.3,i,-1,-4
Nn1c(SCc2ccccc2)nnc1C1CCCCC1,0,0.3,-4,-2,12,5,0.0,i,-4,-7
CN(CC(=O)Nc1ccccc1Br)C(=O)c1ccc(COc2ccccc2)cc1,-6,-0.1,-1,-1,16,1,-0.1,i,1,-9
CCN(CC)CCNC(=O)c1ccc2c(c1NCCO)C(=O)c1ccccc1C2=O,-26,7.2,-2,-2,42*,26,-0.1,i,5,-1
CN1CCN(c2ccc(S(=O)(=O)N3CCCCC3)cc2NC(=O)c2ccc(F)cc2F)CC1,2,-0.8,1,-4,11,-2,-1.0,i,-1,-7
CC1=CC(C)(C)N(C(=O)CCl)c2cc(C)ccc21,3,0.6,2,-2,-2,2,-0.2,i,2,2

# Structures listed so far with bromine:
SMILES,SUMO1-SIM PPI,LMPTP inh,NRP1-CendR mod,NadD block,SKN-1 block,DNMT1 block,TbMetRS inhib,Neddylation inh,STEP inh,Scp-1 inhibitor
O=C(Cn1c(=O)oc2ccccc21)Nc1nc(-c2ccc(Br)cc2)cs1,-3,-0.2,-2,14,-1,44,-0.7,i,1,0
C/C(CC(=O)Nc1cccc(Br)c1)=N\NC(=O)c1ccc(O)cc1O,2,0.0,4,0,11,-2,27*,i,-2,-10
CN(CC(=O)Nc1ccccc1Br)C(=O)c1ccc(COc2ccccc2)cc1,-6,-0.1,-1,-1,16,1,-0.1,i,1,-9

# New compounds follow
SMILES,SUMO1-SIM PPI,LMPTP inh,NRP1-CendR mod,NadD block,SKN-1 block,DNMT1 block,TbMetRS inhib,Neddylation inh,STEP inh,Scp-1 inhibitor
Cc1ccnc2nc(C(=O)Nc3ccc(N4CCOCC4)cc3)nn12,6,0.1,-4,-1,16,-3,-1.3,i,0,-2
O=C(COCc1cc(-c2ccc3c(c2)OCO3)on1)N1CCN(c2ccc(F)cc2)CC1,-1,2.6,-7,2,3,-4,0.2,i,1,-6
CC(C)NCC(O)COc1ccc(CC(N)=O)cc1 (centres undefined),-3,-1.0,-8,0,6,2,-0.1,i,-1,-9
Cc1cc(C)c(S(=O)(=O)Nc2ncn[nH]2)cc1C,4,-0.8,8,1,-6,-2,0.3,i,4,4
COc1ccc(CC(=O)OCC(=O)Nc2ccc(Cl)cc2C)cc1,6,-1.2,20,-1,-4,-1,-0.1,i,0,0
COc1ccc(NC(=O)Cn2nnc(C(=O)NCc3ccccc3)c2N)cc1Cl,0,-1.1,-8,11,-1,4,0.0,i,-3,-12
CCN(CC)S(=O)(=O)c1ccc2[nH]c(=O)cc(C(=O)NCc3ccccc3)c2c1,3,-7.1,-6,4,3,4,0.0,i,-3,-6
COC(=O)c1cc(NCc2ccccc2F)ccc1N1CCOCC1,-4,-1.0,-4,-1,5,-4,-1.7,i,0,2
COc1ccc(-c2nnc(SCC(=O)NC3CCCCC3)n2N)cc1,1,-0.2,-3,-3,13,6,-0.7,i,1,1
CC1CCN(c2ccc(C(=O)Nc3nnc(C4CC4)s3)cc2[N+](=O)[O-])CC1,-5,0.3,-7,11,-4,4,-1.0,i,1,-1

# Compound activity deposited in PubChem BioAssay by several laboratories.
